Casp6 inh – inhibitors of human caspase-6. P55212. purified caspase-6, Z-VEID-R110 cleavage fluorescence. inhibition, % at 12.5 µM. 350,000 tested, 0.53% active;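 active = mean inhibition across replicates at least about 35%, with every replicate also reaching that limit, limit read from the data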;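 also: 0% = median of neutral control wells and 100% = no fluorescence left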
Target sequence (P55212 24-179 limits assumed): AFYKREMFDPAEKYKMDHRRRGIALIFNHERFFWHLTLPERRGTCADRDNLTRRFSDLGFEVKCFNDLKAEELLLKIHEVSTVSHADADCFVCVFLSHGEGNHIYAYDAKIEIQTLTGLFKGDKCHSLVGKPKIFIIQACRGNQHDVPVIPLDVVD
Target sequence (P55212 194-293 limits assumed): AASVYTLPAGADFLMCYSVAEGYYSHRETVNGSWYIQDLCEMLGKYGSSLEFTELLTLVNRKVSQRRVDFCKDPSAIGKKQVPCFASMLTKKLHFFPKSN
S100A4 inh HTS – blocks human S100A4 binding to myosin IIA peptide; P26447; S100A4/TAMRA-MyoIIA peptide fluorescence polarization; inhibition, % at 10.7 µM; 360,000 tested, 0.14% active;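 active = mean inhibition of at least 70% across replicates, with every replicate also reaching that level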
Target sequence (P26447 whole entry, looked up): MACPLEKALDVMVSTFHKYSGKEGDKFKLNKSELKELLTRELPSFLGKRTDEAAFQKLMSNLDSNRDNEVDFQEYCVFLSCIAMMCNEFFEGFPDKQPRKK
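System – human S100A4 monomer protein, biochemical binding assay · Buffer or medium – Calcium-containing HEPES buffer, pH 7.2 · Timing – 5 min between mix addition and reading · Also added – TAMRA-labelled myosin IIA heavy-chain peptide probe, 5 nM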
SIRT5 block – sirtuin-5 (human) deacylase inhibition. Purified SirT5, succinyl-peptide AMC, trypsin-coupled fluorescence. inhibition, % at 15 µM. 330,000 tested, 1.1% active. AID 652115; in the data active = inhibition above about 15%
Target sequence (Q9NXA8 whole entry, looked up): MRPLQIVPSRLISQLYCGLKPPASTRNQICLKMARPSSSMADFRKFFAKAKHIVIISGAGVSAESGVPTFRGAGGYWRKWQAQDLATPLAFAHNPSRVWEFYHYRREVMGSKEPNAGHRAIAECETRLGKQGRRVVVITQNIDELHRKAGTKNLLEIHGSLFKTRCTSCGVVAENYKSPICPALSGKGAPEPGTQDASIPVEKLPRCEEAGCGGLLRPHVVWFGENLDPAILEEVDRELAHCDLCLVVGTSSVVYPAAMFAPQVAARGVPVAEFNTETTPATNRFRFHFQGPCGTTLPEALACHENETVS
Statin myotox sup – protects C2C12 myotubes from simvastatin toxicity | ATP luminescence, 48 h; scaled: DMSO 0, geranylgeraniol control 100 | 330,000 tested, 0.78% active | rescue of ATP level, % at 7.49 µM;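 active = mean ATP rescue above about 67%, or every replicate alone reaching that limit, limit read from the data, passing the limit was not always enough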;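 also: myotubes were challenged with 10 µM simvastatin during compound exposure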
FN deposit inh – fibronectin deposition inhibition; AH1F fibroblasts, Alexa488-fibronectin deposition fluorescence, overnight; inhibition, % at 12.6 µM; 350,000 tested, 0.086% active; AID 743247;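 active = mean inhibition across replicates of 30% or more, regardless of how many single replicates reach that level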;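 also: positive control wells lacked labelled fibronectin entirely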
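Measured by – fluorescence 485/525 nm · System – AH1F fibroblast monolayer, labelled fibronectin deposition · Amount – 10000 cells per well · Buffer or medium – serum-reduced DMEM (2% serum) · Doses – single dose, pinned · Also added – fluorescent fibronectin at 24 nM final · Schedule – 1 h cell attachment, overnight exposure to compound and label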
LGR2 antag – inhibitors of bursicon-induced Drosophila LGR2 receptor cAMP signaling; 380,000 tested, 0.35% active; HEK293 LGR2, CRE-luciferase, bursicon-stimulated, 4 h; inhibition, % at 9.99 µM; AID 720647;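 active = drop in luminescence signal, shown as inhibition above about 50% in the replicate tests, limit read from the data, passing the limit was not always enough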;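 also: agonist challenge used bursicon conditioned medium at about half maximal strength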
esBAF inh – blocks esBAF chromatin remodeling in mouse ES cells; reporter increase, % at 12.5 µM; 350,000 tested, 2% active; Bmi1-luciferase knock-in reporter, 24 h; 100% = twice the neutral-well signal; in the data active = activation above about 40%;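 also: 0% = median of the plate's neutral control wells and 100% = double that signal; a rise in the Bmi1 reporter signal indicates esBAF inhibition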
An asterisk follows results filed as active; nt = no result given.

SMILES	Casp6 inh	S100A4 inh HTS	SIRT5 block	Statin myotox sup	FN deposit inh	LGR2 antag	esBAF inh
CC1(C)Cc2c(sc3nc(SCC(=O)NCc4ccccc4)n(-c4ccccc4)c(=O)c23)CS1	nt	nt	nt	0	0	nt	9
Cc1noc(C)c1NC(=O)N(C)C[C@@H]1Oc2ccc(NC(=O)Nc3ccc(F)cc3)cc2CC(=O)N([C@@H](C)CO)C[C@H]1C	1	10	-4	8	nt	-15	-2
CCc1ccc(-c2ccc3nnc(SCC(=O)NCC4CCCO4)n3n2)cc1 (configuration not stated)	2	-1	3	nt	6	-20	nt
Cc1noc(C)c1NC(=O)Nc1ccc2c(c1)C(=O)N([C@H](C)CO)C[C@@H](C)[C@H](CN(C)C)O2	1	-3	-1	7	nt	6	-3
CC(C)OC(=O)N(C)C[C@@H]1OCc2ccccc2-c2ccccc2C(=O)N([C@@H](C)CO)C[C@@H]1C	0	0	-7	nt	-10	-5	-11
COc1ccc(NC(=O)CSCc2cc(=O)n3ccsc3n2)cc1	1	-5	-2	-1	5	-2	-3
O=C(Nc1ccc2c(c1)OCCO2)c1ccc(Cl)c([N+](=O)[O-])c1	nt	nt	nt	4	6	-47	29
CC1CN(CC(=O)NC(C)c2ccccc2)CC(C)O1 (configuration not stated)	-1	-3	-2	4	8	-3	2
CCCNC(=O)Nc1ccc2c(c1)C(=O)N(C)C[C@@H](OC)[C@@H](C)CN(C(=O)C1CCCCC1)[C@H](C)CO2	nt	nt	nt	5	nt	-1	2
COc1cccc(NC(=O)C2=COCCO2)c1	1	-4	-3	nt	-1	2	nt
COc1cccc(-c2cc(NC=O)c3ncc(-c4ccc(OC)c(OC)c4)n3c2)c1	0	-7	nt	-3	24	-36	-21
O=C(CNC(=O)c1ccc(Br)cc1)N=Nc1c(O)[nH]c2ccc([N+](=O)[O-])cc12	2	0	-2	-13	16	0	0
Cc1cccnc1NC(=O)CCCNC(=O)c1ccc(Cl)cc1	0	-1	-7	4	-7	25	4
CC1=C(C(=O)N2CCOCC2)CC(CC(=O)NCCCCc2ccccc2)C(=O)N1CCC1=CCCCC1 (configuration not stated)	3	-1	-2	6	3	1	2
C[C@H](CO)N1C[C@H](C)[C@H](CN(C)S(=O)(=O)c2ccc(Cl)cc2)Oc2c(NC(=O)C3CCOCC3)cccc2C1=O	1	-42	-5	1	nt	-4	-4
O=C(CCN1C(=O)/C(=C/c2ccc(F)cc2)SC1=S)NCCc1cnc[nH]1	0	1	2	7	-5	0	-1
O=C(Nc1cccc2ccccc12)c1cccc(F)c1	-2	-5	-8	12	nt	-7	9
COC(=O)[C@]12C[C@H](CC(=O)N3CCC(c4ccccc4)CC3)C(=O)N(Cc3ccccc3)C1=C[C@H](C(C)C)O[C@@H]2C1CC1	1	3	nt	nt	-2	35	nt
Cc1ccc(NC(=O)CN(C)C(=O)COC(=O)C(C)(C)Oc2ccc(Cl)cc2)cc1	1	-2	-1	1	7	10	-1
COc1cccc(OCCNC(=O)c2cc(OC)c(OC)c(OC)c2)c1	-4	2	-2	-7	3	-8	7
CO[C@@H]1CN(C)C(=O)c2ccc(NC(=O)C3CCCC3)cc2OC[C@H](C)N(C(=O)CC2CC2)C[C@@H]1C	2	0	2	5	6	-18	6
O=C(c1ccc(S(=O)(=O)Nc2ccccc2)cc1)N1CCCC1	-6	-14	0	4	-1	-4	2
O=S1(=O)CC/C(=N\Nc2ccc(F)cc2)c2ccsc21	4	10	-1	nt	1	-5	nt
O=C(COc1ccccc1[N+](=O)[O-])N(Cc1cccc(Br)c1)C1CCS(=O)(=O)C1 (configuration not stated)	1	1	-10	2	5	4	0
CCOC(=O)N1CCC(N(CCN(C)C)C(=S)Nc2cccc(SC)c2)CC1	-8	-11	-3	-1	-10	0	8

Other entries
SMILES	Casp6 inh	S100A4 inh HTS	SIRT5 block	Statin myotox sup	FN deposit inh	LGR2 antag	esBAF inh
Cc1cccc(-n2ncc(Cl)c(Cl)c2=O)c1	7	-1	-3	-72	52*	103*	-2
CCN(CC)C1CCN(C(=O)c2ccc(OC3CCN(CCc4ccccc4)CC3)cc2)C1 (configuration not stated)	-12	-2	0	-8	0	15	-6
O=c1[nH]c2ccccc2cc1-c1nnn(-c2ccc(Cl)c(Cl)c2)n1	3	1	nt	-2	3	14	1
O=C(C[C@H]1CC[C@H]2[C@@H](COC[C@@H](O)CN2Cc2ccc(Cl)cc2)O1)NCCc1ccccc1	1	-3	13	1	-6	0	2
CN1C(=O)c2cc(NC(=O)NCc3ccccc3)ccc2OC[C@@H]2O[C@H](CC(=O)NCC3CCCCC3)CC[C@H]21	-1	-72	2	29	-7	2	-5
CO[C@@H]1CN(C)C(=O)c2ccc(NC(=O)c3ccccc3)cc2OC[C@H](C)N(C(=O)CN(C)C)C[C@@H]1C	2	36	10	6	2	-15	-2
Cc1ccc2c(c1)C1CN(C)CCC1N2S(=O)(=O)c1cccc(C(F)(F)F)c1 (configuration not stated)	1	-6	6	-4	10	3	-4
O=C1CC[C@@H](C(=O)N2CSC[C@H]2C(=O)O)N1	-1	-5	-2	-5	-5	nt	-5
Cc1ccc(-n2cccn2)c(CN2CCC(CO)(CCc3ccccc3)CC2)c1	-3	-3	-1	nt	5	15	nt
Cc1ccc(CNS(=O)(=O)NCc2ccc(Cl)cc2)cc1	1	-2	1	nt	-1	-6	nt
CCNC(=O)C[C@H]1CC[C@@H]2[C@@H](COc3ccc(NS(C)(=O)=O)cc3C(=O)N2C)O1	4	6	-7	3	-2	-25	-5
Cc1ccc(C(=O)OCC(=O)Nc2ccccc2)cc1S(=O)(=O)N1CCCCC1	10	3	1	9	-5	1	0
O=C(c1cccnc1)N1CCN(S(=O)(=O)c2ccc(Cl)cc2)CC1	nt	nt	nt	0	3	nt	-4
COc1cccc(NC(=O)COC(=O)c2c(F)cccc2Cl)c1	-3	2	0	nt	10	-53	nt
O=C(c1ccco1)N1CCN(C2CN(Cc3ccc(F)cc3)S(=O)(=O)C2)CC1 (configuration not stated)	0	-9	-1	0	-9	16	-7
Cc1nc(/C=C/c2ccccc2)cc(/C=C/c2ccccc2)n1	nt	nt	nt	-14	-11	nt	35
COc1ccc(NC(=O)Nc2ccc3c(c2)C(=O)N([C@H](C)CO)C[C@H](C)[C@H](CN(C)S(=O)(=O)c2ccc(Cl)cc2)OCCCC[C@@H](C)O3)cc1	-4	-5	0	nt	-3	-24	9
Cc1nc2sc3c(c2c(=O)n1/N=C/c1cccnc1)CCCC3	-2	1	-1	17	3	0	-7
Cc1noc(C)c1S(=O)(=O)Nc1ccc2c(c1)C(=O)N([C@H](C)CO)C[C@@H](C)[C@@H](CN(C)Cc1ccc(C(F)(F)F)cc1)OCCCC[C@H](C)O2	5	4	15	nt	nt	7	17
COc1ccc(C(N)=O)cc1N	1	-6	-2	130*	nt	8	1
O=C(C[C@@H]1CC[C@@H]2[C@H](COC[C@H](O)CN2Cc2cccc(F)c2)O1)NCc1cccc(F)c1	-3	0	-2	14	-7	-3	8
COc1ccc(NC(=O)Nc2ccc3c(c2)C(=O)N([C@@H](C)CO)C[C@H](C)[C@@H](CN(C)C(=O)NC2CCCCC2)OCCCC[C@H](C)O3)cc1	-1	-2	nt	nt	nt	18	nt
CC(=O)Nc1ccc(CCc2nc3ccccc3[nH]2)cc1	-1	-8	1	-19	-1	-4	3
COC(C/C=C/C(=O)COCc1ccccc1)OC	-4	0	-1	16	6	9	-4
COCC(=O)Nc1ccc2c(c1)OC[C@@H](C)N(C(=O)c1ccccn1)C[C@H](C)[C@@H](OC)CN(C)C2=O	nt	nt	nt	-5	-11	8	-5

Reprinted at random: 3 records from the list, in no set order.
SMILES	Casp6 inh	S100A4 inh HTS	SIRT5 block	Statin myotox sup	FN deposit inh	LGR2 antag	esBAF inh
COc1ccc(NC(=O)Nc2ccc3c(c2)C(=O)N([C@H](C)CO)C[C@H](C)[C@H](CN(C)S(=O)(=O)c2ccc(Cl)cc2)OCCCC[C@@H](C)O3)cc1	-4	-5	0	nt	-3	-24	9
O=C1CC[C@@H](C(=O)N2CSC[C@H]2C(=O)O)N1	-1	-5	-2	-5	-5	nt	-5
COCC(=O)Nc1ccc2c(c1)OC[C@@H](C)N(C(=O)c1ccccn1)C[C@H](C)[C@@H](OC)CN(C)C2=O	nt	nt	nt	-5	-11	8	-5

Remaining list, next part.
SMILES	Casp6 inh	S100A4 inh HTS	SIRT5 block	Statin myotox sup	FN deposit inh	LGR2 antag	esBAF inh
COc1cc(OC)cc(C(=O)Nc2ccccc2C(=O)NC2CC2)c1	-1	-3	-7	-5	5	8	2
Cc1cccc(-c2ccc([C@H]3[C@@H](CO)N4C(=O)CN(C(=O)c5cccnc5)C[C@H]34)cc2)c1	4	-13	1	nt	nt	1	nt
CC1(C)CC(NC2C3CC4CC(C3)CC2C4)CC(C)(C)N1 (configuration not stated)	-3	3	1	-4	-2	7	-14
COc1ccc(Cl)cc1NC(=S)N1CCN(S(C)(=O)=O)CC1	-2	5	-6	nt	-8	-7	nt
CO[C@@H]1CN(C)C(=O)c2ccc(NC(=O)c3cnccn3)cc2OC[C@H](C)NC[C@@H]1C	-1	0	-2	-24	-9	26	1
Nc1c(C(=O)CSc2n[nH]c(-c3ccccc3)n2)c(=O)[nH]c(=O)n1C1CC1	-3	-4	-2	4	8	6	6
COc1cccc(S(=O)(=O)N(C)C[C@@H]2Oc3ncc(C#CC(C)C)cc3C(=O)N([C@@H](C)CO)C[C@@H]2C)c1	1	5	-3	9	1	12	-1
C[C@@H]1CN([C@H](C)CO)C(=O)c2cc(C#Cc3ccccc3F)cnc2O[C@H]1CN(C)C(=O)c1ccc2c(c1)OCO2	1	15	8	32	-10	-10	2
C[C@@H]1CN([C@@H](C)CO)C(=O)c2cc(NS(=O)(=O)c3cccs3)ccc2O[C@@H](C)CCCCO[C@@H]1CN(C)C(=O)c1ccncc1	-2	4	-2	nt	-4	4	1
OCCN(Cc1ccccc1)CC1CCCCC1	nt	nt	nt	-3	nt	16	4
Cc1cccc(C)c1NC(=O)C(c1ccccc1OC(F)(F)F)N1CCN(c2ccc(F)cc2)CC1 (configuration not stated)	-1	0	3	1	3	2	3
COc1ccccc1CNC(=O)C[C@@H]1CC[C@@H](NC(C)=O)[C@H](CO)O1	-1	17	9	-6	3	-5	-8
O=C(COc1ccc(F)cc1)NNC(=O)Cn1ccc(C(F)(F)F)n1	2	-1	-2	2	-6	1	0
CCN(CC)C1CCCCC1NS(=O)(=O)c1ccc(Cl)cc1 (configuration not stated)	-1	-2	nt	-6	-3	5	-1
COc1ccc(-c2ccc3c(c2)[C@@H]2[C@@H](CCN2C(=O)C2CC2)[C@H](CO)N3C)cc1	-2	6	0	-18	10	5	-5
O=C(CN1C(=O)NC2(CCc3ccccc32)C1=O)NCc1ccccc1Cl (configuration not stated)	1	-3	-2	15	2	-8	-6
COc1cccc(NC(=O)Nc2ccc3c(c2)C(=O)N(C)[C@@H]2CC[C@H](CC(=O)O)O[C@H]2CO3)c1	nt	nt	nt	21	1	1	-8
COc1ccccc1OCc1ccc(C(=O)c2ccccc2)cc1	0	16	-1	1	-4	-29	24
CC(=O)c1ccc(NC(=O)C(C)OC(=O)CCCN=C2NS(=O)(=O)c3ccccc32)cc1 (configuration not stated)	-4	-7	0	14	0	-7	-6
CCC(=O)N1CC(=O)N2[C@H](C1)[C@H](c1ccc(C#Cc3cccc(F)c3)cc1)[C@@H]2CO	0	-4	-7	nt	nt	-12	nt
O=C(N/N=C/c1ccc2c(c1)OCO2)C1CC1	-1	-3	2	nt	5	-14	nt

Whole records, looked up by structure:
Shown for `CCC(=O)N1CC(=O)N2[C@H](C1)[C@H](c1ccc(C#Cc3cccc(F)c3)cc1)[C@@H]2CO` → Casp6 inh = 0; S100A4 inh HTS = -4; SIRT5 block = -7; Statin myotox sup = nt; FN deposit inh = nt; LGR2 antag = -12; esBAF inh = nt
Shown for `Nc1c(C(=O)CSc2n[nH]c(-c3ccccc3)n2)c(=O)[nH]c(=O)n1C1CC1` → Casp6 inh = -3; S100A4 inh HTS = -4; SIRT5 block = -2; Statin myotox sup = 4; FN deposit inh = 8; LGR2 antag = 6; esBAF inh = 6

Screening results from PubChem BioAssay.

A portion of the library. The share of hits here may be higher or lower than overall.
